Screens: PubChem, several laboratories
M. tuberculosis GlmU: inhibition of mycobacterial GlmU enzyme – biochemical, glucosamine-1-phosphate acetyltransferase (AID 1376); M. tuberculosis GlmU acetyltransferase enzyme assay; higher % means a stronger effect; actives 0.25% (n = 220,000); inhibition, %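 (tested at 30 µM in the primary screen)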, or IC50 in µM where a hit was titrated; in the data active = inhibition above about 13%;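 note: 0% = complete reaction with vehicle and 100% = reaction without substrate; strong numbers were not always called active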
Mtb RmlCD inh: M. tuberculosis RmlC/RmlD coupled enzyme inhibitors, primary screen, biochemical, compound mixtures, 384-well, from 1536-well plates; RmlC+RmlD coupled enzyme assay, percent inhibition; primary screen in compound mixtures; inhibition, % at 3.6 µM; actives 0.03% (n = 160,000); in the data active = inhibition mostly above about 34%, no sharp cut-off; note: some results filed as inactive read as strong as hits
Target sequence (P9WH09 whole entry, looked up): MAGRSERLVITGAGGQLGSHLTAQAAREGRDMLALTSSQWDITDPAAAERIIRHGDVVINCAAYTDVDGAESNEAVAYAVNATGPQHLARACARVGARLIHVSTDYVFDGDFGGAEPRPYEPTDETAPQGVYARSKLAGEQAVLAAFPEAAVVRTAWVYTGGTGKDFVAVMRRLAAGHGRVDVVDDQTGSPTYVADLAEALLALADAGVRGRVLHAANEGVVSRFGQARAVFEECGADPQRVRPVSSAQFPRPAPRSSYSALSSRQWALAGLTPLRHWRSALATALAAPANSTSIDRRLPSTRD
Target sequence (P9WH11 whole entry, looked up): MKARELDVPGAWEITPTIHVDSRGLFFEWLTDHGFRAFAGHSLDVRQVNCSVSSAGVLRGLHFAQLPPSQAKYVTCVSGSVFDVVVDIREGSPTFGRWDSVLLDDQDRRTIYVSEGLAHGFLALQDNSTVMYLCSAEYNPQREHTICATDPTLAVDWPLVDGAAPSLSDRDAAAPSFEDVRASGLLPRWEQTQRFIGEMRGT
* = called active by the depositor; / = not tested or not shown; & = joins results of further samples.

SMILES	M. tuberculosis GlmU	Mtb RmlCD inh
Cc1ccc(C2c3sc(=O)[nH]c3SC3C4CC(C5C(=O)N(C(C)C(=O)O)C(=O)C45)C23)cc1 (stereo not drawn)	5.8%	-3
OC1O[C@H](c2ccc3c(c2)OCO3)[C@H]2CO[C@H](c3ccc4c(c3)OCO4)[C@@H]12 (stereo partly drawn)	-0.2%	/
Cc1c(C(=O)OCCOC(C)C)[nH]c2c1C(=O)CC(c1ccco1)C2 (stereo not drawn)	2.9%	-1
Nc1cc(=O)[nH]c(SCC(=O)NNC(=O)Cc2ccccc2)n1	-2.2%	-12
CCOc1ccc(C(=O)NCCN2CCCC2)cc1	-6.7%	8
CN1C(=O)c2ccccc2NC(=O)[C@]12O[C@@H]2c1cccc(O)c1	6.5%	/
Cc1ccc2nc(C)c(C(=O)N/N=C/c3ccccc3[N+](=O)[O-])cc2c1	0.6%	-13
CCC(C)n1c(O)c(C=NCCN2CCOCC2)c(=O)[nH]c1=S (stereo not drawn)	-9.1%	-7
Cc1occc1-c1nnc(SCC(N)=O)n1Cc1ccccc1	5.8%	-13
COC(=O)c1cccc(NC(=S)N2CCCCC2)c1	0.0%	-15
CCN(CC)CCCNC(=O)c1cc(Sc2nnc(C)s2)nc2ccccc12	-1.6%	-8
O=C(/C=C/c1ccccc1Cl)NCCc1ccccc1	-5.6%	/
O=C(CCc1ccc(S(=O)(=O)N2CCOCC2)cc1)Nc1ccc2c(c1)OCCO2	3.6%	20
CC(C)(OC1OC(CO)C(O)C(O)C1O)[C@H]1Oc2ccc3ccc(=O)oc3c2[C@H]1O (stereo partly drawn)	-0.1%	/
CCOC(=O)c1c(C)nc2c(c1-c1ccccc1)C(=O)c1ccccc1-2	1.0%	11
CCOC(=O)C(C)Oc1ccc(NC(=O)C(Cl)(Cl)Cl)cc1 (stereo not drawn)	-1.7%	-4
COc1ccc(CCNC(=O)C2CCN(S(=O)(=O)N3CCCCCC3)CC2)cc1OC	/	13
O=C(CSc1nnc(-c2ccccc2)o1)Nc1ccccc1F	3.0%	/
O=C(CSc1ccccn1)N1CCN(c2ncc(C(F)(F)F)cc2Cl)CC1	-0.2%	5
CCOC(=O)c1ccc(NC(=O)CN2C(=O)NC3(CCC(C)CC3)C2=O)cc1 (stereo not drawn)	8.1%	-8
CCOc1ccccc1NC(=O)C(OC(=O)c1cc(C)oc1C)c1ccccc1 (stereo not drawn)	-2.4%	-12
Cc1ccc(CNC(=O)C2CCCN(S(C)(=O)=O)C2)cc1 (stereo not drawn)	-2.1%	-3
CC1(C(=O)NC2CCCCCCC2)CCC(=O)N1Cc1cccnc1 (stereo not drawn)	-4.5%	3
O=C(NCC(c1cccnc1)N1CCN(c2ccc(F)cc2)CC1)Oc1ccccc1 (stereo not drawn)	1.4%	/
Cc1noc(C(=O)N2CCN(c3ccc(F)cc3)CC2)c1Cl	-0.9%	-5

Reprinted from the part before: four entries, then new ones.
SMILES	M. tuberculosis GlmU	Mtb RmlCD inh
Cc1ccc(CNC(=O)C2CCCN(S(C)(=O)=O)C2)cc1 (stereo not drawn)	-2.1%	-3
CC1(C(=O)NC2CCCCCCC2)CCC(=O)N1Cc1cccnc1 (stereo not drawn)	-4.5%	3
O=C(NCC(c1cccnc1)N1CCN(c2ccc(F)cc2)CC1)Oc1ccccc1 (stereo not drawn)	1.4%	/
Cc1noc(C(=O)N2CCN(c3ccc(F)cc3)CC2)c1Cl	-0.9%	-5
COC(=O)Cn1c(=N)n(CCN2CCCCC2)c2ccccc21	1.9%	-1
CCOc1ccc(NC(=O)/C(=C\c2ccc(OC(C)=O)c(OC)c2)NC(C)=O)cc1	6.5%	9
O=C(CCOc1ccccc1)Nc1ccc(S(=O)(=O)N2CCCC2)cc1	1.6%	/
COc1ccc2[nH]cc(CCNS(=O)(=O)c3ccc(NC(C)=O)cc3)c2c1	2.6%	-1
CCN1CCN(C(=O)/C=C/c2ccccc2[N+](=O)[O-])CC1	-3.2%	/
COc1ccc(-n2c(=O)c3c4c(sc3n(Cc3cccc(F)c3)c2=O)CN(C(C)=O)CC4)c(OC)c1	2.6%	-13
O=C(Nc1nc2n(n1)C(c1ccc(F)cc1)CC(c1ccccc1)N2)c1ccco1 (stereo not drawn)	-0.3%	9
O=P1(Oc2ccccc2)CC=C[C@H](COCc2ccccc2)O1 (stereo partly drawn)	4.7%	/
O=C(COc1ccccc1)Nc1ccc2c(c1)Cc1cc(NC(=O)COc3ccccc3)ccc1-2	-6.8%	9
CCOC(=O)c1c(NC(=O)CN2C(=O)NC3(CCCCC3)C2=O)sc(C)c1-c1ccc(C)cc1	-1.0%	3
O=C(Nc1ccc2oc(-c3ccc(F)cc3)nc2c1)c1ccccc1F	-0.4%	/
O=C(COC(=O)Cn1cnc2ccccc21)Nc1cc2c(cc1Cl)C(=O)c1ccccc1C2=O	4.5%	11
C=CCn1c(NCc2ccc(N(C)C)cc2)nc2ccccc21	/	67
COc1ccc(CCn2c(-c3ccco3)nc3nc4ccccc4nc32)cc1	2.9%	11
Cc1ccc(S(=O)(=O)Nc2ccc(=O)n(Cc3ccc(Cl)c(Cl)c3)c2)cc1	1.7%	/
COC(=O)c1ccc2c(=O)n(CCCCCC(=O)N3CCN(c4ccccc4)CC3)c(=O)[nH]c2c1	2.0%	3
Cc1[nH][nH]c(=O)c1C(c1ccc(-c2ccccc2C(=O)O)o1)c1c(C)[nH][nH]c1=O	8.0%	-3
S=c1[nH]nc(-c2ccncc2)n1Cc1ccccc1	5.5%	14
O=C(O)C1CC=CCC1C(=O)Nc1ccc2c(c1)OCCO2 (stereo not drawn)	1.9%	/
NC1=NC(=Nc2ccccc2)c2ccccc21	4.5%	-6
O=C(CCCOc1ccc(Cl)cc1)N1CCCCCC1	1.0%	11
Cc1cc(N2C(=O)C3C4C=CC(C4)C3C2=O)ccc1NC(=O)c1cccs1 (stereo not drawn)	-4.7%	-9
COc1nc(NCCC2=CCCCC2)nc(OC)n1	2.6%	/
Fc1ccc(Cn2nnnc2C(c2cccs2)N2CCCCCC2)cc1 (stereo not drawn)	/	-5
O=C(C[n+]1cc(-c2ccccc2)n2c1CCCCC2)c1ccc(Br)cc1	-10%	9

Further results
SMILES	M. tuberculosis GlmU	Mtb RmlCD inh
Cn1ccnc1SCC(=O)Nc1sccc1C#N	1.9%	/
CC(C)CN=c1cc(-c2ccccc2)oc2ccc(Cl)cc12	-4.8%	19
CC1CCN(S(=O)(=O)c2ccc(Oc3ccc([N+](=O)[O-])cc3)cc2)CC1	/	-4
O=C(Cn1cnc2ccccc2c1=O)N1CCOCC1	0.2%	/
COc1cccc(Nc2nc(N)nc(CCl)n2)c1	0.8%	-5
Cc1sc2nc(CN3CCCCC3)nc(Nc3ccc4c(c3)OCCO4)c2c1C	-3.2%	/
Cc1nc2sc(-c3ccccc3)nn2c(=O)c1Br	7.6%	-8
COc1ccc(C2C(C(=O)C(C)(C)C)=C(O)C(=O)N2Cc2ccccc2)cc1 (stereo not drawn)	2.2%	-11
Cc1ccc(CNS(=O)(=O)NCc2ccccc2F)cc1	/	-3
O=C(c1ccc(C(F)(F)F)cc1)C1CCCN(C2CCSCC2)C1 (stereo not drawn)	0.7%	/
CC(C)(C)OC(=O)N1CCCN(C(=O)Nc2ccccc2)CC1	1.6%	6
O=C(Nc1ccc(Cl)cc1)OCc1ccccn1	2.2%	/
CC(NC(=O)Cn1c(=O)oc2cc(S(=O)(=O)N3CCCC3)ccc21)c1ccccc1 (stereo not drawn)	4.3%	-5
COc1ccc(C(=O)Nc2cnc3sc(C)nn3c2=O)cc1	2.8%	5
Cc1ccccc1Cn1c(C)cc(C)c(C#N)c1=O	-3.3%	9
CCOC(=O)C1CCN(S(=O)(=O)C(F)(F)c2nc3ccccc3s2)CC1	-2.8%	/
COc1ccccc1/C=N/Nc1nncc2ccccc12	-0.9%	10
Cc1cc(C(=O)N/N=C/c2cc(Br)ccc2OC(=O)c2ccc(Br)cc2)n[nH]1	-4.2%	3
NC(=O)N/N=C/c1c(O)ccc2oc3c(c12)CCCC3	-4.5%	-6
COC(=O)C(CC(=O)c1cccc(OC)c1)c1ccc(F)cc1 (stereo not drawn)	-1.4%	2
CCOC(=O)C1(CCOc2ccccc2)CCN(Cc2ccc(CO)o2)CC1	-0.6%	/
Cc1cc(C)c(NC(=O)COc2nncc3ccccc23)c(C)c1	-1.9%	5
CCOC(=O)Cn1cnc2c(C#N)c3n(c2c1=O)CCCCC3	7.1%	/
O=C(CCSCCc1ccccn1)Nc1c(F)c(F)c(F)c(F)c1F	0.6%	-12
CC1(C)CC(=O)C=C(N2CCCC2)C1	2.4%	/

A draw from above in order of SMILES length, descending.
SMILES	M. tuberculosis GlmU	Mtb RmlCD inh
COc1ccc(C2C(C(=O)C(C)(C)C)=C(O)C(=O)N2Cc2ccccc2)cc1 (stereo not drawn)	2.2%	-11
O=C(c1ccc(C(F)(F)F)cc1)C1CCCN(C2CCSCC2)C1 (stereo not drawn)	0.7%	/
O=C(CCSCCc1ccccn1)Nc1c(F)c(F)c(F)c(F)c1F	0.6%	-12

Other entries
SMILES	M. tuberculosis GlmU	Mtb RmlCD inh
O=C(N/N=C/c1cc(Cl)ccc1O)c1ccccc1Br	3.2%	/
CCCOc1ccc(C(C)(O)CN2CCOCC2)cc1 (stereo not drawn)	2.4%	-11
Cc1ccc(-n2nc3c(c2NC(=O)c2ccc(S(=O)(=O)N4CCOCC4)cc2)CSC3)c(C)c1	2.1%	6
Nc1nc(SCC(=O)N2CCCC2)[nH]c(=O)c1-c1ccccc1	-3.2%	/
Cc1ccc(OCC(=O)NCc2ccccc2)c([N+](=O)[O-])n1	4.0%	-9
N#Cc1c(-c2ccccc2)cc(C2CC2)nc1N	-0.5%	10
Cc1ccc([N+](=O)[O-])cc1NC(=O)C[n+]1ccccc1	-1.7%	-12
COc1ccc(-c2ccnc3nc(/N=C/N(C)C)nn23)cc1	-5.3%	-8
COCCCn1c(N)c(C(=O)Nc2sc3c(c2C(=O)OC)CCCC3)c2nc3ccccc3nc21	3.2%	17
Cc1cc(C(F)(F)F)n2nc(-c3cnn(C)c3C(F)(F)F)cc2n1	-3.7%	-3
COc1cccc(-n2nnc3c(=O)n(Cc4ccc(Cl)cc4)cnc32)c1	2.7%	-6
CN1CCN(C(=S)NC(=O)/C=C/c2ccccc2Cl)CC1	-2.2%	-7
CCOC(=O)CSc1nnc(-c2cc(OC)c(OC)c(OC)c2)o1	0.1%	-5
CC(C)CCn1nnnc1C(c1ccc(F)cc1)N1CCC(C(N)=O)CC1 (stereo not drawn)	0.0%	/
CC1(C)CC(=O)C2=C(C1)N(Cc1cccnc1)C(=O)C2(NC(=O)c1ccc(F)cc1)C(F)(F)F (stereo not drawn)	-4.0%	/
COc1ccc(OC)c(C2C(C(=O)Nc3nc4ccccc4s3)=C(C)NC3=C2C(=O)CCC3)c1 (stereo not drawn)	-0.6%	/
COc1ccccc1C1=NOC(Cn2c(NCCOCCO)nc3c2c(=O)n(C)c(=O)n3C)C1 (stereo not drawn)	-0.9%	/
CCOC(=O)C(=O)NC12CC3CC(CC(C3)C1)C2	-6.3%	-6
O=C(Cn1cc(C(F)(F)F)ccc1=O)N1CCN(S(=O)(=O)c2ccc(Cl)cc2)CC1	-1.3%	-4
COc1ccccc1-c1cc(N)n(S(=O)(=O)c2cccc3nsnc23)n1	-2.6%	1
CC1CCc2sc(C(=O)N/N=C/C3CCCCC3)cc2C1 (stereo not drawn)	2.2%	47
COc1ccc(C(=O)C(C)[n+]2ccc(-c3nnc4n3CCCCC4)cc2)cc1 (stereo not drawn)	3.2%	-5
COc1ccc(Nc2nc(=O)c3cc([N+](=O)[O-])ccc3s2)cc1	-1.7%	3
O=C(NCC(=O)N(Cc1cccs1)C(C(=O)NC1CCCCC1)c1ccncc1)c1ccco1 (stereo not drawn)	0.7%	/
CC(C)(C)C1=C(C#N)C(c2cccnc2)C(C#N)=C(N)O1 (stereo not drawn)	-3.5%	/

The list continues.
SMILES	M. tuberculosis GlmU	Mtb RmlCD inh
CN1/C(=C\C(=O)c2ccco2)c2ccccc2CC1(C)C	-0.3%	/
COc1ccc(-c2nc3c(Br)c(N)c(Br)cc3o2)cc1	/	7
COc1ccc(C2CC(c3cccs3)=NN2C(=O)CSc2nc3ccccc3o2)cc1 (stereo not drawn)	4.1%	1
Cc1ccccc1OCc1n(CC(=O)OC2CC(C)CCC2C(C)C)c2ccccc2[n+]1C (stereo not drawn)	-2.1%&-4.3%	-9
Cc1cc(=O)n2c3c(sc2n1)C(=O)N(Cc1ccccc1)C3=O	3.9%	-7
COc1ccccc1OCCNC(=O)c1ccc(S(=O)(=O)N(C)C)cc1	2.3%	/
O=[N+]([O-])c1ccc(Sc2cccc3cccnc23)c2cccnc12	-6.8%	/
O=C(COC(=O)Cc1ccsc1)NCc1ccc(Cl)cc1	5.8%	5
O=C(O)C(Cc1c[nH]c2ccccc12)N1Cc2ccccc2C1=O (stereo not drawn)	2.2%	/
Cc1nn(Cc2ccc(C(=O)N3N=C(C(F)F)CC3(O)C(F)F)o2)c(C)c1[N+](=O)[O-] (stereo not drawn)	-1.0%	/

Reprinted at random: 3 entries already listed.
SMILES	M. tuberculosis GlmU	Mtb RmlCD inh
CC(C)CN=c1cc(-c2ccccc2)oc2ccc(Cl)cc12	-4.8%	19
COc1ccc(C(=O)Nc2cnc3sc(C)nn3c2=O)cc1	2.8%	5
COC(=O)Cn1c(=N)n(CCN2CCCCC2)c2ccccc21	1.9%	-1

The list is partial (hit frequency here may not be typical).
